Screening results: PubChem, National Center for Advancing Translational Sciences (NCATS)
Tb PGK inh = qHTS Assay to Find Inhibitors of Phosphoglycerate Kinase. 0.043% of 380,000 active. Potency, µM (highest dose often 57.5 µM), for inactives: top-dose activity change, negative = inhibition, usual class: inhibitors. PGK/GAPDH coupled, Kinase-Glo luminescence, 60 min. Phosphoglycerate kinase, glycosomal (Trypanosoma brucei brucei), P07378; further: potency means the concentration at half of the fitted maximal effect; on the % scale 0 is the no-effect control and ±100 the full control effect; nearly all actives have a fitted effect of over 60% in size
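Luminescent ATP detection (Kinase-Glo Plus) follows a 60-minute room-temperature incubation, with wells lacking PGK as controls. Buffer: 100 mM TEA (pH 7.6), 5 mM MgCl2, 0.01% Tween-20. Coupling enzyme GAPDH (100 nM final) supplies unstable 1,3-BPG in-well.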
PI4K2A block = qHTS for small molecular inhibitors of PI4K2A | Phosphatidylinositol 4-kinase type 2-alpha (Homo sapiens), Q9BTU6 | activity change, negative = inhibition, % at 76.9 µM | purified PI4K2A, ADP-Glo luminescence, 1 h; stronger effect = lower value | AID 1346378, 2018 | 0.13% of 420,000 active; in the data active means activity change below about -50%; inconclusive means mostly about -30% to -49%;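 further: -100% = wells without enzyme as full effect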
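In this quantitative HTS, ADP production by PI4K2A was quantified luminescently after 1 h at ambient temperature; 100 microM adenosine served as plate-quality control.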
TrxR1 inh = qHTS Assay for Inhibitors of Mammalian Selenoprotein Thioredoxin Reductase 1 (TrxR1): qHTS; Thioredoxin reductase 1, cytoplasmic (Rattus norvegicus), O89049; recombinant rTrxR1, NADPH fluorescence consumption, selenite substrate; Potency, µM (titrated, usually from 114 µM), without a hit: top-dose activity change, negative = inhibition, most hits filed as inhibitors; 1% of 390,000 active; further: potency means the concentration at half of the fitted maximal effect; on the % scale 0 is the no-effect control and ±100 the full control effect; nearly all actives have a fitted effect of over 65% in size
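Rat TrxR1 (90 nM in the dispensed reagent) was pre-reduced with 400 uM NADPH for 5 min at room temperature, then incubated with compound for 15 min. After 400 uM selenite was added, NADPH fluorescence (Ex 340/Em 450 nm) was followed for 8 min.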
mIDH1 inhibitor = qHTS for Inhibitors of mutant isocitrate dehydrogenase 1 (IDH1): qHTS; AID 602179, 2012; Potency, µM (doses to about 76.6 µM), without a hit: top-dose activity change, negative = inhibition, usual class: inhibitors; 0.093% of 390,000 active; IDH1-R132H enzyme, NADPH consumption, diaphorase/resazurin fluorescence; Isocitrate dehydrogenase [NADP] cytoplasmic (Homo sapiens), O75874; further: potency means the concentration at half of the fitted maximal effect; on the % scale 0 is the no-effect control and ±100 the full control effect; nearly all actives have a fitted effect of over 65% in size
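IDH1-R132H (0.5 ug/mL) preincubated 30 min with compound, then NADPH (0.016 mM) and alpha-KG (2 mM) added; 80 min at RT, pH 7.5. Remaining NADPH coupled via diaphorase/resazurin to fluorescence (540/590 nm); concentration-response curves normalized to no-enzyme control.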
USP1 inh = Inhibitors of USP1/UAF1: Primary Screen. recombinant USP1/UAF1, Ub-Rhodamine cleavage fluorescence. Potency, µM (series often up to 57.1 µM), inactives show top-dose activity change, negative = inhibition, hits mostly inhibitors. 0.23% of 390,000 active. AID 743255, 2014; further: potency means the concentration at half of the fitted maximal effect; on the % scale 0 is the no-effect control and ±100 the full control effect; nearly all actives have a fitted effect of over 60% in size; inactives centre near -12
Target sequence (O94782 whole entry, looked up): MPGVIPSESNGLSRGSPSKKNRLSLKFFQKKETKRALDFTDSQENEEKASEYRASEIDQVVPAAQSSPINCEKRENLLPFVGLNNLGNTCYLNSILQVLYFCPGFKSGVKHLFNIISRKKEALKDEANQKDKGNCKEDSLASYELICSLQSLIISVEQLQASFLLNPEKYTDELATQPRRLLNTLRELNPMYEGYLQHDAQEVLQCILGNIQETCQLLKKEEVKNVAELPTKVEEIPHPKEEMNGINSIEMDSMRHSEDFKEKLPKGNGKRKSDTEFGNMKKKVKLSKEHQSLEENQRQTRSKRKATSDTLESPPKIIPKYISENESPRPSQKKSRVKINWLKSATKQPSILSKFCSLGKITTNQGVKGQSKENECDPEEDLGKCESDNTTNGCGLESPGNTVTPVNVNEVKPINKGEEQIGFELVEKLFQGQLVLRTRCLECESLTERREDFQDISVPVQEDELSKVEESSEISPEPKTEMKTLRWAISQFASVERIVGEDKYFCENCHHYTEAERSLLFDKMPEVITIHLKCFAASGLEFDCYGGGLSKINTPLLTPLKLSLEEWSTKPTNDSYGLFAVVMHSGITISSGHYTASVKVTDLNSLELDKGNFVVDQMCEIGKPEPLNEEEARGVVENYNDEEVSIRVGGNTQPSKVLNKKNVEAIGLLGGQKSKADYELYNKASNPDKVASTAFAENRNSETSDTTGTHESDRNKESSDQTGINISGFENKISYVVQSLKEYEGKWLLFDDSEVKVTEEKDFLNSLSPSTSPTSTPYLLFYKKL
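High-throughput fluorogenic screen: 1nM USP1/UAF1 complex, Ub-Rho substrate 150nM final, 50mM HEPES pH 7.8 with 0.5mM EDTA, 0.1 mg/ml BSA, 1mM TCEP and 0.01% Tween-20.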
GLS inhibitor = qHTS for Inhibitors of Glutaminase (GLS) | AID 624170, 2012 | Potency, µM (highest dose often 45.5 µM), for inactives: top-dose activity change, negative = inhibition, usual class: inhibitors | Glutaminase kidney isoform, mitochondrial (Homo sapiens), O94925 | GLS enzymatic activity, qHTS titration | 0.21% of 410,000 active; further: potency means the concentration at half of the fitted maximal effect; on the % scale 0 is the no-effect control and ±100 the full control effect
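Coupled fluorescence readout: glutamate oxidase/HRP/Amplex Red detect glutamate formed by hKGA from L-glutamine (1 mM solution added). Buffer 45 mM KH2PO4 pH 8.2, 0.02% Tween-20; reads at t0 and 30 min RT.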
HP1b chromo inh = HTS for Inhibitors of HP1-beta Chromodomain Interactions with Methylated Histone Tails; AlphaScreen HP1-beta / biotin-H3K9me3 peptide binding; Potency, µM (highest dose often 114 µM), without a hit: top-dose activity change, negative = inhibition, most hits filed as inhibitors; 0.56% of 390,000 active; further: potency means the concentration at half of the fitted maximal effect; nearly all actives have a fitted effect of over 70% in size; inactives centre near 23
Target sequence (P83916 whole entry, looked up): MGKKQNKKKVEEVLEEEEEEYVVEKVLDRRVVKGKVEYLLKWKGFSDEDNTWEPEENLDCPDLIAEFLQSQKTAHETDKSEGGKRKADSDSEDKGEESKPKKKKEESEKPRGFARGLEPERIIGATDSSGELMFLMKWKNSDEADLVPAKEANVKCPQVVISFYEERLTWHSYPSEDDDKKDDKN
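Compound inhibition of the preformed complex between 50 nM HP1-beta and 50 nM biotinylated H3K9me3 peptide was read by AlphaScreen. Buffer was PBS pH 7.4 with 0.01% Tween-20. Incubations ran 30 min at room temperature, with 10 ug/mL donor/acceptor beads.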
Pin1 inhibitor = qHTS Assay to Find Inhibitors of Pin1. Peptidyl-prolyl cis-trans isomerase NIMA-interacting 1 (Homo sapiens), Q13526. Pin1 FP peptide displacement, HiFluor488, 10 min. Potency, µM (doses to about 115 µM), for the others: at the top dose activity, negative = inhibition, most hits filed as inhibitors. 0.009% of 390,000 active. AID 504891, 2011; active means well fitted inhibition curve with a large enough effect in the polarisation, with a control signal flat, not every such curve was filed as active; inconclusive means small, poorly fitted or top-dose-only effect, or effect the other way, or a change in a side signal; inactive means no such curve, though single readings can be large or run the other way; the % refers to the polarisation; further: potency means the concentration at half of the fitted maximal effect; on the % scale 0 is the no-effect control and ±100 the full control effect
TrxR1 substrate = qHTS Assay for Substrates of Mammalian Selenoprotein Thioredoxin Reductase 1 (TrxR1): qHTS | 0.01% of 390,000 active | AID 588456, 2011 | purified TrxR1 substrate turnover, NADPH consumption readout | Thioredoxin reductase 1, cytoplasmic (Rattus norvegicus), O89049 | Potency, µM (doses to about 114 µM), for the others: top-dose activity change, negative = substrate turnover; further: potency means the concentration at half of the fitted maximal effect; on the % scale 0 is the no-effect control and ±100 the full control effect; nearly all actives have a fitted effect of over 50% in size
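Rat TrxR1, dispensed at 90 nM, was prereduced with 400 uM NADPH (final) for 5 min at ~22 deg C, then incubated with compound 15 min before 400 uM selenite. A first-read NADPH fluorescence drop versus no-compound background flagged substrates.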
* = called active by the depositor; [ ] = remark or other dose. Unless noted, the call rests on the fitted dose curve; in most records, active means well fitted curve in the direction sought with a large enough effect; inconclusive means small, poorly fitted or top-dose-only effect, or another doubt; inactive means no such curve, though single readings can be large; an effect the other way counts as inactive or inconclusive. Not all compounds are listed, so the mix of outcomes need not match the whole.

For CCC1CCCCN1S(=O)(=O)c1ccc(NC(=O)c2ccncc2)cc1 (centres undefined) the results were Tb PGK inh -1%, PI4K2A block 3, TrxR1 inh -12%, mIDH1 inhibitor 4%, USP1 inh -15%, GLS inhibitor 2%, HP1b chromo inh 32%, Pin1 inhibitor 2% and TrxR1 substrate -8%.
`COc1ccc(OC)c(S(=O)(=O)N2C(C)CCCC2C)c1` (centres undefined) gave Tb PGK inh 7%, PI4K2A block 3, TrxR1 inh -4%, mIDH1 inhibitor 2%, USP1 inh -11%, GLS inhibitor 9%, HP1b chromo inh 54%[activator], Pin1 inhibitor -14% and TrxR1 substrate -9%.
CCCOc1ccc(CNC(=O)c2ccc(C)c(-n3c(C)nc4cccnc43)c2)cc1 was read as Tb PGK inh 0%, PI4K2A block -1, TrxR1 inh 6%, mIDH1 inhibitor -3%, USP1 inh -5%, GLS inhibitor -2%, HP1b chromo inh 32%, Pin1 inhibitor -2% and TrxR1 substrate -2%.
For CC1(c2ccc(Cl)cc2)NC(=O)N(CC(=O)Nc2ccc(F)cc2)C1=O (centres undefined) the results were Tb PGK inh 3%, PI4K2A block -19, TrxR1 inh 7%, mIDH1 inhibitor -2%, USP1 inh inconclusive, GLS inhibitor 7%, HP1b chromo inh -1%, Pin1 inhibitor -10% and TrxR1 substrate -2%.
Screening Cc1ccc(CSc2nncn2-c2ccccn2)cc1 returned Tb PGK inh 8%, PI4K2A block 0, TrxR1 inh -1%, mIDH1 inhibitor -5%, USP1 inh -3%, GLS inhibitor 4%, HP1b chromo inh 59%[activator], Pin1 inhibitor -11% and TrxR1 substrate 3%.
CCc1ccc(NC(=O)c2cc3c(C)nc4ccccc4c3o2)cc1 was read as Tb PGK inh 4%, PI4K2A block 9, TrxR1 inh -1%[57.1 µM], mIDH1 inhibitor 7%, USP1 inh -5%, GLS inhibitor 4%, HP1b chromo inh 27%, Pin1 inhibitor 17% and TrxR1 substrate 33%[activator][57.1 µM].
`Cc1cc(C)c2cccc(NC(=S)NC(=O)c3ccccc3)c2n1` gave Tb PGK inh 12%, PI4K2A block -5, TrxR1 inh 3%, mIDH1 inhibitor -1%, USP1 inh -8%, GLS inhibitor 7%, HP1b chromo inh -21%, Pin1 inhibitor 15% and TrxR1 substrate -5%.
For CCC(CO)NCCNC(CC)CO (centres undefined) the results were Tb PGK inh inactive, PI4K2A block -1, TrxR1 inh 22%, mIDH1 inhibitor -1%, USP1 inh -24%, GLS inhibitor 6%, HP1b chromo inh 15%, Pin1 inhibitor 5% and TrxR1 substrate 4%.
For COc1ccc(-c2sc(C(=O)c3ccc(Cl)cc3Cl)cc2CC(=O)O)cc1 the results were Tb PGK inh -4%, PI4K2A block -1, TrxR1 inh 11%[57.1 µM], mIDH1 inhibitor -12%, USP1 inh -25%, GLS inhibitor -5%, HP1b chromo inh 16%, Pin1 inhibitor -2% and TrxR1 substrate 14%[57.1 µM].
`COc1ccc2c(C#N)c3ccccn3c2c1` gave Tb PGK inh -3%, PI4K2A block -7, TrxR1 inh 7%[57.1 µM], mIDH1 inhibitor 15%, USP1 inh -21%, GLS inhibitor 7%, HP1b chromo inh 114%[activator], Pin1 inhibitor inconclusive and TrxR1 substrate 13%.
O=C(O)C(c1ccccc1)N1C(=O)/C(=C\c2ccc(O)c(O)c2)SC1=S (centres undefined) was read as Tb PGK inh inconclusive, PI4K2A block -6, TrxR1 inh -9%[57.1 µM], mIDH1 inhibitor -3%, USP1 inh inconclusive, GLS inhibitor inconclusive, HP1b chromo inh 25µM*, Pin1 inhibitor 69%[activator] and TrxR1 substrate -5%[57.1 µM].
O=c1ccc(Br)c[nH]1 was read as Tb PGK inh inactive, PI4K2A block inconclusive, TrxR1 inh -7%[57.1 µM], mIDH1 inhibitor 2%, USP1 inh -17%, GLS inhibitor -7%, HP1b chromo inh 78%[activator], Pin1 inhibitor 4% and TrxR1 substrate 9%[57.1 µM].

A draw from above in order of SMILES length, falling:
O=C(O)C(c1ccccc1)N1C(=O)/C(=C\c2ccc(O)c(O)c2)SC1=S (centres undefined) was read as Tb PGK inh inconclusive, PI4K2A block -6, TrxR1 inh -9%[57.1 µM], mIDH1 inhibitor -3%, USP1 inh inconclusive, GLS inhibitor inconclusive, HP1b chromo inh 25µM*, Pin1 inhibitor 69%[activator] and TrxR1 substrate -5%[57.1 µM].
Screening Cc1ccc(CSc2nncn2-c2ccccn2)cc1 returned Tb PGK inh 8%, PI4K2A block 0, TrxR1 inh -1%, mIDH1 inhibitor -5%, USP1 inh -3%, GLS inhibitor 4%, HP1b chromo inh 59%[activator], Pin1 inhibitor -11% and TrxR1 substrate 3%.
`COc1ccc2c(C#N)c3ccccn3c2c1` gave Tb PGK inh -3%, PI4K2A block -7, TrxR1 inh 7%[57.1 µM], mIDH1 inhibitor 15%, USP1 inh -21%, GLS inhibitor 7%, HP1b chromo inh 114%[activator], Pin1 inhibitor inconclusive and TrxR1 substrate 13%.

Further records:
COc1ccc(NC(C)=O)cc1S(=O)(=O)N1CCN(C/C=C/c2ccccc2)CC1 was read as Tb PGK inh -2%, PI4K2A block 0, TrxR1 inh 16%, mIDH1 inhibitor -3%, USP1 inh -17%, GLS inhibitor -5%, HP1b chromo inh 13%[57 µM], Pin1 inhibitor 1% and TrxR1 substrate 1%.
For Cn1nccc1C(=O)NCCN1C(=O)OC(C)(C)C1(C)O (centres undefined) the results were Tb PGK inh 0%, PI4K2A block -3, TrxR1 inh 0%, mIDH1 inhibitor 1%, USP1 inh -7%, GLS inhibitor -6%, HP1b chromo inh 12%, Pin1 inhibitor -5% and TrxR1 substrate -4%.
Screening CC(=O)NC1CCC(C(=O)O)(c2ccccc2)C1 (centres undefined) returned Tb PGK inh -10%, PI4K2A block -4, TrxR1 inh -3%, mIDH1 inhibitor 8%, USP1 inh -11%, GLS inhibitor -3%, HP1b chromo inh 43%[activator], Pin1 inhibitor -7% and TrxR1 substrate -2%.
CCOC(=O)[C@@H]1[C@H]2COc3ccccc3[C@@H]2N2C(=O)N(c3ccc(C)cc3)C(=O)[C@]12C was read as Tb PGK inh -9%, PI4K2A block -4, TrxR1 inh 9%[57.1 µM], mIDH1 inhibitor 10%, USP1 inh -28%, GLS inhibitor -1%, HP1b chromo inh 34%, Pin1 inhibitor -1% and TrxR1 substrate -6%[57.1 µM].
`CCCCN1CC(=O)N2[C@H]3c4cc(Cl)ccc4OC[C@@H]3[C@H](C(=O)OCC)[C@]2(C)C1=O` gave Tb PGK inh 7%, PI4K2A block -6, TrxR1 inh 8%, mIDH1 inhibitor 2%, USP1 inh -11%, GLS inhibitor 10%, HP1b chromo inh 45%[activator], Pin1 inhibitor -14% and TrxR1 substrate -1%.
CCCCn1c(N)c(N(CCC(C)C)C(=O)c2ccccc2-n2cnnn2)c(=O)[nH]c1=O was read as Tb PGK inh -3%, PI4K2A block -2, TrxR1 inh 18%, mIDH1 inhibitor 2%, USP1 inh -19%, GLS inhibitor -2%, HP1b chromo inh 34%, Pin1 inhibitor -5% and TrxR1 substrate -3%.
O=C(CN1C(=O)NC2(CCCCCC2)C1=O)c1cccs1 was read as Tb PGK inh -5%, PI4K2A block 2, TrxR1 inh -7%, mIDH1 inhibitor 2%, USP1 inh -7%, GLS inhibitor -4%, HP1b chromo inh 14%, Pin1 inhibitor -13% and TrxR1 substrate -10%.
For CCc1ccc(NC(=O)N(Cc2c[nH]c3ccccc23)C2CCCCCC2)cc1 the results were Tb PGK inh -2%, PI4K2A block 8, TrxR1 inh 3%, mIDH1 inhibitor -5%, USP1 inh -14%, GLS inhibitor -1%, HP1b chromo inh 29%, Pin1 inhibitor -2% and TrxR1 substrate -6%.
`COc1cc(OC)c(-c2cc(C(=O)NCc3ccc(F)cc3)c3c(-c4ccccc4)[nH]nc3n2)cc1OC` gave Tb PGK inh -4%, PI4K2A block 0, TrxR1 inh -15%[57.1 µM], mIDH1 inhibitor -15%, USP1 inh -27%, GLS inhibitor 4%, HP1b chromo inh 45%[activator], Pin1 inhibitor 6% and TrxR1 substrate 2%[57.1 µM].
